Screening data (PubChem BioAssay)
PP5 primary – PP5 phosphatase inhibitors, primary screen, biochemical, fluorescence | purified PP5c, OMFP substrate fluorescence | inhibition, % at 6.7 µM | 320,000 compounds, 0.18% hits | AID 1987, 2009;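 active = inhibition above the campaign's mean inhibition across all tested compounds plus 3 SD, cut at about 9.5% in these data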;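 also: 0% = DMSO only and 100% = 100 µM cantharidin control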
Target sequence (P53041 whole entry, looked up): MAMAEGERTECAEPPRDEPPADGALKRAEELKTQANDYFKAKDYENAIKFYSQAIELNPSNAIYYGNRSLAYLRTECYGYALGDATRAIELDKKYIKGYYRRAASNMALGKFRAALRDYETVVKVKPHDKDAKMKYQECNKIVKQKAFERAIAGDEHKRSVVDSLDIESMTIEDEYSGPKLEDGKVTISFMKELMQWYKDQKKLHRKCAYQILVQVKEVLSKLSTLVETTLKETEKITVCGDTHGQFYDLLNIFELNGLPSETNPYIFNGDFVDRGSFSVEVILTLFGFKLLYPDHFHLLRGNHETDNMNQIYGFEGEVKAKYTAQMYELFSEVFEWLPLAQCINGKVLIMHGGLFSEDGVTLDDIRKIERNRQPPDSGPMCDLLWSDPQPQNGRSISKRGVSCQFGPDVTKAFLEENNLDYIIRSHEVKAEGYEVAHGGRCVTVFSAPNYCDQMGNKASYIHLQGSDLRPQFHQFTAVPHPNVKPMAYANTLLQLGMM
CTSL1 counter – Fasciola hepatica cathepsin L1 inhibitors, primary screen, counter-screen for PFM18AAP inhibitor project, biochemical, QFRET, fluorogenic peptide substrate; recombinant F. hepatica cathepsin L1, Z-Leu-Arg-MCA fluorescence; inhibition, % at 5.96 µM; 300,000 compounds, 0.49% hits; AID 1906, 2009;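 active = inhibition above the mean of all tested compounds plus 3 SD, set per screening campaign, cut at about 17% in these data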;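 also: 0% = plate median of test compound wells and 100% = 1 µM Z-Phe-Ala-diazomethylketone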
proCasp3 act – activators of human procaspase-3 D3A mutant, primary screen, biochemical, absorbance, PC-3 D3A mutant, single concentration | Caspase-3 (Homo sapiens), P42574 | recombinant procaspase-3 D3A, Ac-DEVD-pNA absorbance 405 nm | activation, % at 8.5 µM | 330,000 compounds, 0.11% hits;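 active = activation above the mean of all tested compounds plus 3 SD, cut at about 21% in these data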;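 also: 0% = DMSO alone and 100% = DMSO wells spiked with extra 5 µM PC-3 D3A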
Target sequence (P42574 whole entry D9A/D28A/D175A): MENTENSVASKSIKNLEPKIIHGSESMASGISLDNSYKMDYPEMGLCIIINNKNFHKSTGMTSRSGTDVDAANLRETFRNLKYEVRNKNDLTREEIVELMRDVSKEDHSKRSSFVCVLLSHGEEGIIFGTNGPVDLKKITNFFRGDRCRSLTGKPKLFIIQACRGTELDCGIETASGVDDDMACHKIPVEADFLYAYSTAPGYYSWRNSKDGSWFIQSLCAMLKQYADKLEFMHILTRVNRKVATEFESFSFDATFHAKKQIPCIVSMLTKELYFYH
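Test system: Procaspase-3 D3A mutant; medium: Zinc-free HEPES/NaCl buffer with 0.01% Triton X-100 at pH 7.4; reagent: DEVD-pNA substrate; doses: one concentration, 8.5 µM nominal, 0.8% DMSO; times: 1 h preincubation plus 2 h reaction at 25 °C; signal: Epi-absorbance at 405 nm of released p-nitroaniline, 0 and 120 min; replicates: singlicate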
PP1 counter – PP1-alpha phosphatase inhibitors, primary screen, counter-screen for PP5 inhibitor project, biochemical, fluorescence, OMFP substrate, single point; Serine/threonine-protein phosphatase PP1-alpha catalytic subunit (Homo sapiens), P62136; purified PP1alpha; inhibition, % at 6.7 µM; 320,000 compounds, 0.9% hits;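 active = inhibition above the mean inhibition of all tested compounds plus 3 SD, computed separately for each screening campaign, cut at about 15% in these data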
GASC-1 inh – inhibitors of GASC-1 histone demethylase, primary screen, biochemical, fluorescence, DELFIA europium. 330,000 compounds, 0.069% hits. GST-JMJD2C(1-420) H3K9me3 demethylation. Lysine-specific demethylase 4C (Homo sapiens), Q9H3R0. inhibition, % at 2.35 µM;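 active = more than half of a compound's replicate wells show inhibition beyond 50%, single wells judged on their own value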;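 also: signal counts dimethyl H3K9 product captured on neutravidin plate; 0% = median of DMSO wells and 100% = 0.3 times that DMSO median; strong numbers were not always called active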
TPT1 inh – Candida albicans TPT1 enzyme inhibitors, primary screen, biochemical, fluorescence polarization; AID 1962, 2009; 300,000 compounds, 0.81% hits; inhibition, % at 5 µM; recombinant caTPT1, FP RNA substrate dephosphorylation; tRNA 2'-phosphotransferase TPT1 (Candida albicans SC5314);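 active = inhibition above the mean of all tested compounds plus 3 SD, set per screening campaign, cut at about 24% in these data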;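 also: plate controls were DMSO alone for no effect and ferristatin control at 100 nM for full effect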
core dimer inh – inhibitors of HCV core protein dimerization, primary screen, biochemical, TR-FRET, high-throughput; TR-FRET GST/Flag-core106 dimerization, 1536-well; inhibition, % at 5 µM; 300,000 compounds, 0.33% hits;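 active = inhibition above the mean of all tested compounds plus 3 SD, set per screening campaign, cut at about 45% in these data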
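Assay system – GST-tagged and Flag-tagged HCV core protein residues 1-106 · Quantity – core106 proteins, GST 13.5 nM and Flag 17 nM · Benchmarks – unlabelled core106 and no-GST-core106 wells · Read-out basis – percent inhibition of core106 dimerization signal · Detection – time-resolved FRET, ex 340 nm, em 617 and 671 nm · Schedule – 4 h at 22.5 °C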
Efflux pump mplx – inhibitors of Candida efflux pumps in yeast, primary screen, S. cerevisiae, Nile Red, multiplex | S. cerevisiae Candida pump triplex | inhibition, % at 10 µM | 330,000 compounds, 0.44% hits | AID 485275, 2010;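 active = plate passing quality check with inhibition over a set limit, or well fluorescence over plate mean plus 4 SD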;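 also: Nile Red retained in pooled yeast measured as flow cytometry median fluorescence; 0% = buffer negative control and 100% = Enniatin B positive control; higher means more Nile Red kept so more efflux inhibition; some compounds called inactive have numbers as strong as hits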
procasp7 counter – procaspase-7 activators, primary screen, counter-screen for procaspase-3 activator project, biochemical, absorbance, HTS, human | Caspase-7 (Homo sapiens), P55210 | recombinant procaspase-7, Ac-DEVD-pNA absorbance 405 nm; D23A/D198A/D206A triple mutant, cannot self-cleave; scale: DMSO 0, 5 µM enzyme 100 | activation, % at 8.5 µM | 330,000 compounds, 0.093% hits | AID 463210, 2010;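 active = percent activation above the screen-wide mean plus 3 SD, cut at about 25% in these data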
Target sequence (P55210 whole entry D23A/D198A/D206A): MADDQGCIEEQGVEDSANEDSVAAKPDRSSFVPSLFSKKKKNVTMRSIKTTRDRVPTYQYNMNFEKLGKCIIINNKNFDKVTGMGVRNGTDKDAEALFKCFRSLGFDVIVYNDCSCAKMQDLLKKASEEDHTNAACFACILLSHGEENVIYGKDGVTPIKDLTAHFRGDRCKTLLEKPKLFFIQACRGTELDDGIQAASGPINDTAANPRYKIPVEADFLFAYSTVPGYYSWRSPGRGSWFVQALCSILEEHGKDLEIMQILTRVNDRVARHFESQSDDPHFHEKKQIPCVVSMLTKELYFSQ
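Assay system: Uncleavable procaspase-7 mutant enzyme; Input: 2 µM procaspase-7 mutant as dispensed; Also added: DEVD-pNA substrate; Medium: Zinc-free HEPES pH 7.4 with 300 mM NaCl, 0.01% Triton X-100; Timing: 1 h compound preincubation, 2 h substrate cleavage, 25 °C; Measured by: Epi-absorbance of released pNA at 405 nm, two timepoints.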
Active calls of the source: *; . = no result given.

SMILES	PP5 primary	CTSL1 counter	proCasp3 act	PP1 counter	GASC-1 inh	TPT1 inh	core dimer inh	Efflux pump mplx	procasp7 counter
CC(NC(=O)CNC(=O)c1ccccc1F)c1ccc(-n2ccnc2)cc1 (stereo unspecified)	1.9	.	5	1	-9	.	.	0.2	2
CC1CC(C)CN(C(=O)C(Cc2ccccc2)n2cccc2)C1 (stereo unspecified)	3.0	-1	2	-10	-7	2	1	0.1	-4
CNc1oc(-c2ccc(C)cc2)nc1P(=O)(c1ccccc1)c1ccccc1	1.8	2	-3	2	10	-4	2	-0.1	-3
COc1ccc(NC(=S)NC2CCCCCC2)c(OC)c1	-0.1	0	-3	-1	3	-3	1	-0.1	2
CN(C)S(=O)(=O)c1cccc(NC(=O)COc2ccc(C(=O)c3ccccc3)cc2)c1	4.1	3	-7	2	-4	2	4	0.1	-5
CCN(C[C@H]1N[C@@](Cc2ccccc2)(C(=O)OC)[C@H]2C(=O)N(C)C(=O)[C@@H]12)C(=O)Nc1ccc(F)cc1	.	.	-1	.	8	.	.	-0.2	6
Cc1ccc(Nc2nc(N)nc(CN3CCN(C)CC3)n2)cc1	-2.3	0	4	-1	1	-2	-7	-0.1	4
Cc1cc(NC(=O)C(C)SCC(=O)Nc2ccc(Br)cc2Br)no1 (stereo unspecified)	2.3	5	13	-6	-3	1	1	0.1	12
S=c1[nH]nc(-c2ccco2)n1/N=C/c1ccc(Cl)c(Cl)c1	-1.7	1	-1	0	-4	0	5	0.3	-19
Cn1c(=O)c([N+](=O)[O-])c(NCC(O)c2ccccc2)c2ccccc21 (stereo unspecified)	-0.1	-1	1	-2	-6	1	1	0.0	3
CCc1c(C)sc(NC(=O)c2cc(-c3cc(OC)ccc3OC)on2)c1C#N	1.1	-3	6	-2	0	-7	6	0.0	6
Nc1c(C(=O)NC2CC2)c2nc3ccccc3nc2n1-c1ccc2c(c1)OCO2	2.2	0	-7	-1	-4	-15	6	0.0	-14
O=C(NCCc1ccccc1)c1ccnc(/C=N/O)c1	-0.1	-3	9	-4	0	-2	-7	0.1	4
CCn1cc(C(=O)NCc2ccccc2OC)c(=O)c2ccc(C)nc21	0.3	2	-5	0	-4	-2	-1	0.1	8
O=C(Nc1ccccc1)c1cccc(S(=O)(=O)NC2CCCC2)c1	-0.9	-1	11	-1	13	-1	0	0.4	-8
N#Cc1ccc(-c2ccc(F)cc2)nc1Sc1ccc(F)cc1	-4.4	-4	0	4	0	3	5	0.1	-9
NC(=O)CC(NC(=O)Cc1cccc2ccccc12)c1ccc(NCCc2ccc(F)cc2)c([N+](=O)[O-])c1 (stereo unspecified)	0.8	-1	4	0	-26	2	22	0.4	-3
O=C(Nc1nnc(C2CC2)s1)C1COc2ccccc2O1 (stereo unspecified)	-1.5	1	7	-1	9	-2	2	0.0	13
CCOC(=O)c1ccccc1NC(=O)c1n[nH]c(=O)c2ccccc12	-0.1	-1	1	-2	8	-3	-6	-0.2	-7
COc1cc2c(cc1OC)C(C(=O)O)C(c1ccc(C)o1)N(C)C2=O (stereo unspecified)	-2.8	0	7	1	0	3	-3	0.0	10
Cc1[nH]c(SCC(=O)Nc2cc(C(N)=O)cc(C(N)=O)c2)nc1Cc1ccccc1	.	.	0	.	-6	.	.	0.0	6
CC(OC(=O)CNC(=O)c1ccc(F)cc1)C(=O)Nc1ccc(S(=O)(=O)N2CCOCC2)cc1 (stereo unspecified)	1.6	.	8	0	.	.	.	-0.1	9
Cc1ccc(Nc2nc(N)c([N+](=O)[O-])c(NCc3ccco3)n2)cc1	4.3	1	-10	2	-11	1	5	-0.3	-6
O=C(CCn1c(=O)sc2ccccc21)Nc1nc2ccccc2s1	3.7	0	5	-1	1	-3	9	0.2	-4
Cc1cccc(N(CC(=O)NCC2CCCO2)C(=O)CCC(=O)Nc2nccs2)c1 (stereo unspecified)	-0.6	0	-1	-2	-5	3	6	0.0	8
CS(=O)(=O)N(CC(=O)Nc1cc(Cl)ccc1Cl)c1ccccc1Cl	3.8	0	0	5	0	1	-1	0.1	8
CCN(CC)C(=O)c1ccc(/C=C/c2c[nH]c3ccccc23)[n+](C)c1	-0.3	8	-23	1	-19	103*	-2	0.5	-20
O=C(COc1ccc(Cl)cc1)Nc1c(-c2cccs2)nc2ccccn12	-0.1	4	-9	-5	-2	3	6	-0.2	-4
CCn1c(CNC(=O)COc2ccc(C(C)C)cc2)nnc1SCC(=O)NC1CCCCC1C (stereo unspecified)	0.2	9	-9	-4	22	-3	5	0.0	7
CCN1CCN(CC(=O)N2N=C(c3cccs3)CC2c2ccc(OC)cc2)C(=O)C1=O (stereo unspecified)	1.4	7	9	-4	3	-2	3	0.0	9
CCOP(=O)(OCC)/C(C#N)=C/c1ccc(-c2ccc(F)cc2F)o1	4.5	4	0	4	11	-4	-16	0.1	0
OCC1CCCN(C(=S)Nc2ccc(Oc3ccccc3)cc2)C1 (stereo unspecified)	2.1	-1	-14	-1	5	-1	-4	0.0	-11
CN(c1ccccc1)S(=O)(=O)c1cccc(C(=O)Nc2nn[nH]n2)c1	4.9	-2	-6	5	17	-2	0	-0.1	-12
Cc1c(C(=O)Nc2ccc(C(=O)O)cc2)cnn1C	-2.5	-4	-5	1	3	-1	-4	0.0	5
COc1ccccc1NC(=O)COc1ccc(C(F)(F)F)cc1[N+](=O)[O-]	0.8	5	0	1	1	1	2	0.0	1
O=[N+]([O-])c1ccc(-c2nnc(-c3ccccc3)c(NCCCO)n2)cc1	-0.2	6	-12	-2	-11	0	-1	0.4	2
O=[N+]([O-])c1ccc(Oc2ccc(F)cc2)c2ccncc12	0.6	-3	6	5	-2	-9	-2	0.1	2
CC(=O)c1ccc(C(=O)N2CCCC(Nc3ccc(C(C)C)cc3)C2)s1 (stereo unspecified)	-2.1	-2	-1	2	-1	-1	-1	0.1	2
COc1ccc(Cl)cc1NC(=O)COc1ccc(S(=O)(=O)N2CCOCC2)cc1C	-0.8	-2	-3	1	-6	1	7	-0.1	3
CC1(C)OC2C(CO)OC(n3cnc4c(=S)nc[nH]c43)C2O1 (stereo unspecified)	1.6	3	-19	-8	20	1	-3	0.2	-35
CCc1nn(CC(=O)NCCCN(C)C2CCCCC2)c(=O)c2cc3occc3n12	2.9	-2	1	-4	-7	-1	5	0.0	-7
COc1cccc(C(=O)C2CCCN(Cc3cccn3-c3ccccn3)C2)c1 (stereo unspecified)	1.9	-2	-1	0	15	2	3	0.4	1
Cc1cc(C)c(N=Cc2c(O)n(-c3nccs3)c(=O)c3ccccc23)c(C)c1	3.9	1	-6	6	0	1	19	-0.1	-2
Cc1ccc(-c2sc(C(=O)NN)c(C)c2C#N)cc1	1.2	6	-7	-1	-28	5	4	0.2	-7
COc1ccccc1OCCNC(=O)C1CCN(C(C)=O)CC1	1.9	0	-3	0	25	2	9	-0.1	6
CCOP(=O)(OCC)C(Nc1ccccc1)c1cccnc1 (stereo unspecified)	0.4	-4	-8	-6	-13	4	2	0.2	5
O=C(CCl)Nc1cccc(Oc2ccccc2)c1	2.4	43*	4	-4	-1	1	3	0.3	-3
COc1cccc(NC(=O)CSc2nnc(-c3ccoc3C)n2-c2ccccc2)c1	-0.9	-5	3	-7	29	0	8	0.1	8
O=C(COC(=O)Cc1c(Cl)cccc1Cl)Nc1ccc(OC(F)(F)F)cc1	6.1	-1	6	4	-16	1	8	-0.2	4
Cc1ccc(S(=O)(=O)N2CC(C)N(C(=O)N3CCOCC3)C2C)cc1 (stereo unspecified)	0.6	2	6	5	-6	-4	-14	-0.1	2
CCSc1nc2c(c(=O)n1Cc1ccccc1)SC(C)C2 (stereo unspecified)	2.5	3	-3	0	-2	-4	4	0.0	-1
O=C(CCc1ccccc1)Nc1ccc2c(c1)C(=O)OC2	-1.4	1	0	0	4	-2	-8	-0.1	-4
COc1ccc(N(CC(=O)NCc2ccccc2OC)S(=O)(=O)c2ccc(C)cc2)cc1Cl	3.2	1	-7	4	5	-2	18	0.3	-11
Cc1cc(C)cc(OCC(=O)Nc2ccc3c(c2)OCO3)c1	3.1	1	3	1	-1	-1	-5	0.0	2
NS(=O)(=O)c1ccc(NC(=O)COC(=O)c2cnc(Cl)c(Cl)c2)cc1	1.4	-8	0	-2	1	1	1	0.2	0
CC(C)CCNC(=O)C1CCN(S(=O)(=O)c2ccc3c(c2)CC(C)N3C(=O)C2CCC2)CC1 (stereo unspecified)	-0.5	2	13	6	5	0	8	0.1	8
Cc1ccc(C)c(N2CCN(S(=O)(=O)c3c(C)[nH]c(C)c3C(=O)N3CCCCC3)CC2)c1	0.8	8	15	0	2	-3	-13	0.0	0
COc1ccc(N2CC(NC(=O)c3ccc4ccccc4c3)CC2=O)cc1OC (stereo unspecified)	-0.3	-1	-6	-3	-6	-2	4	0.0	4
Cn1c(CSc2ncccn2)nnc1SCC(=O)N1CCCC1	-2.5	-2	-3	-5	-2	1	-6	0.0	9
CCn1c(SC)nnc1C1CCCN(CC(=O)Nc2ccccc2N2CCOCC2)C1 (stereo unspecified)	-1.8	0	2	-7	-6	0	-5	0.5	2
COc1ccc(OC(=O)CCc2c[nH]c3ccccc23)cc1	0.8	-9	3	-1	7	0	0	-0.1	0
O=[N+]([O-])c1cccc(/C=N/NS(=O)(=O)c2ccccc2)c1	0.1	3	-21	6	-5	0	1	0.0	-4
O=C(CCn1c(SCC(=O)c2ccccc2)nc2ccccc2c1=O)NCc1ccc(F)cc1	3.6	0	1	-10	10	-36	1	-0.1	9

Looked up above.
In PP5 primary, `Nc1c(C(=O)NC2CC2)c2nc3ccccc3nc2n1-c1ccc2c(c1)OCO2` has the entry 2.2
In PP5 primary, `CS(=O)(=O)N(CC(=O)Nc1cc(Cl)ccc1Cl)c1ccccc1Cl` has the entry 3.8
